Assay outcomes from PubChem.
LYP inh 2: PTPN22 phosphatase inhibitors, primary screen, biochemical, DiFMUP fluorescence, 2 µM; actives 0.21% (n = 96,000); recombinant LYP catalytic domain; inhibition, % at 2 µM; AID 640, 2007;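 active = inhibition at 2 µM at or above a set limit, the screen mean plus 3 SD, cut at about 24% in these data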;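 note: 0% = DMSO with enzyme and 100% = enzyme fully blocked by orthovanadate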
Target sequence (Q9Y2R2 whole entry, looked up, the tested form may be a part): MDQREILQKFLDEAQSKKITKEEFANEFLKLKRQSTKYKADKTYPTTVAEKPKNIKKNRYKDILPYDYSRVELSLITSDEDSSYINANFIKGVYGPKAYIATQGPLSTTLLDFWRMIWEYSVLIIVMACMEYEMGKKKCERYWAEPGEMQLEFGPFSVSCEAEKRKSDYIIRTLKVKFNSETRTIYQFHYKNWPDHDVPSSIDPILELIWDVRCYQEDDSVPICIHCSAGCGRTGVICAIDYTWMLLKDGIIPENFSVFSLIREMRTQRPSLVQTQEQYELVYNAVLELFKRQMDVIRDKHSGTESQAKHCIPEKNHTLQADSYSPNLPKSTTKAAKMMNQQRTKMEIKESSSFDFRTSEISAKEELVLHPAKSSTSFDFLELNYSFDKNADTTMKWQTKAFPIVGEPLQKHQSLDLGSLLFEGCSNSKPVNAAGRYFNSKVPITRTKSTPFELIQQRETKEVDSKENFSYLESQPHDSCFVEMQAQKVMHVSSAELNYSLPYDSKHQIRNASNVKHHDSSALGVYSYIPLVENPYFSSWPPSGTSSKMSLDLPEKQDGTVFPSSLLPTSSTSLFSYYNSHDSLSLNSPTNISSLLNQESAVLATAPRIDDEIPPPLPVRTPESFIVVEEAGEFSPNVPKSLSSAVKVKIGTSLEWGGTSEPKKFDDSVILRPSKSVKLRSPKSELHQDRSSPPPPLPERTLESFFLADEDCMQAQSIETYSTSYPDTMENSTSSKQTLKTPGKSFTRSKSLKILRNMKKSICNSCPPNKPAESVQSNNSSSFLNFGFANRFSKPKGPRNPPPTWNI
FAK inh: FAK kinase inhibitors, primary screen, biochemical; biochemical FAK kinase activity assay; inhibition, %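 (tested at 7 µM)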; actives 0.84% (n = 97,000); AID 727, 2007; in the data active = inhibition above about 19%;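 note: 0% = DMSO and 100% = reference compound high control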
TNFa cytotox: cytotoxicity in TNFa-stimulated HUVEC, primary screen, cytotoxicity control for VCAM1 expression modulator project, imaging, Hoechst nuclei count; HUVEC TNFalpha-stimulated, Hoechst cell count; cell count reduction, % at 2 µM; actives 0.17% (n = 93,000); AID 848, 2007;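 active = cell count reduction exceeding the screen mean by over 5 SD, scaled to untreated wells per plate, cut at about 78% in these data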;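 note: cells counted after 24 h of TNF alpha exposure following the 1 h pretreatment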
ERa SRC1 inh: ERα–SRC-1 coactivator interaction inhibitors, primary screen, biochemical, TR-FRET, ERα LBD, estradiol-bound. TR-FRET ER-alpha LBD / SRC-1 peptide. inhibition, % at 25.6 µM. actives 1.7% (n = 86,000); in the data active = inhibition above about 50%;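 note: 0% = receptor plus peptide control and 100% = peptide only without receptor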
VCAM1 TNFa inh: inhibitors of TNFa-induced VCAM1 expression, primary screen, imaging, HUVEC, TNFa stimulus, immunofluorescence | HUVEC TNFa-induced VCAM-1 immunofluorescence, high-content imaging | inhibition, % at 2 µM | actives 0.48% (n = 95,000);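 active = inhibition above the batch mean plus 3 SD, with images confirmed as a hit by eye, cut at about 37% in these data; inconclusive = inhibition above that limit but hit not confirmed in images; inactive = inhibition not above that limit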;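 note: 0% = TNF-stimulated DMSO wells and 100% = unstimulated control wells; not every result past the cut was called active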
Pyk2 oligo antag: antagonists of Pyk2 self-association, primary screen, Q293 cells, FERM NanoBiT luminescence, HTS; Protein-tyrosine kinase 2-beta (Homo sapiens), Q14289; active compounds read low; z-score (the deposit names both 25 µM and 10 µM); actives 0.83% (n = 99,000); AID 1347419, 2020;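 active = Z-score of -3 or lower, scaled per plate to the spread of control and sample wells; inactive = z-score above -3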;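 note: negative z-score means lost luminescence so less FERM oligomerization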
LYP act: LYP phosphatase activators, primary screen, biochemical, DiFMUP fluorescence, 2 µM. activation, % at 2 µM. recombinant LYP; 0 = plate median, 100 = signal doubled. actives 0.11% (n = 96,000). AID 697, 2007. Tyrosine-protein phosphatase non-receptor type 22 (Homo sapiens), Q9Y2R2;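 active = activation at 2 µM above a set limit, the mean plus 5 SD, cut at about 37% in these data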
IL1B cytotox: cytotoxicity in IL-1B stimulated HUVEC, primary screen, cytotoxicity control for IL-1B NFkB translocation project, imaging, Hoechst nuclear count, IL-1B stimulus | HUVEC cell count loss | cell count reduction, % at 2 µM | actives 0.41% (n = 94,000) | AID 845, 2007;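 active = cell count reduction more than 3 SD above the screen-wide mean, cut at about 70% in these data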;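 note: normalized per plate to untreated control cells as the no-loss baseline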
cytoskel mod: modifiers of F-actin cytoskeleton organization, primary screen, imaging, HUVEC, phalloidin staining, high-content imaging | actives 0.18% (n = 91,000) | HUVEC TNFa F-actin phalloidin imaging | inhibition, % at 2 µM;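 active = inhibition above the batch mean plus 3 SD and confirmed as a hit by visual image inspection, cut at about 30% in these data, passing the limit was not always enough; inconclusive = above the inhibition threshold but rejected on visual inspection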; note: strong numbers were not always called active
* hit, by the source's call; ? = inconclusive; · = not tested or not shown; [ ] = remark or other dose.

Values run as follows: LYP inh 2, FAK inh, TNFa cytotox, ERa SRC1 inh, VCAM1 TNFa inh, Pyk2 oligo antag, LYP act, IL1B cytotox, cytoskel mod
> CCC(c1nnnn1CCc1ccccc1)N1CCN(C(=O)c2ccco2)CC1 (configuration not stated)
  -9, -1, -5, 7[fluorescence artefact?], -4, 0.3, 7, -2, -2
> Cc1cc(C)c(C)c(S(=O)(=O)NCc2cccnc2)c1C
  -9, -1, ·, 1, ·, 0.79, 8, -33, ·
> C=CCNc1cc(C)oc(=O)c1C(=O)CCC
  14, -2, -7, 7[fluorescence artefact?], -5, -0.41, -13, -6, ·
> Cc1ccc2cc3cc(C(=O)NCCCN4CCCCCC4)oc3nc2c1
  0, 13, 15, 58*[fluorescence artefact?], -16, 0.42, -2, 7, -20
> C=CCNC(=O)NC(=O)COC(=O)CCCSc1nc2ccccc2[nH]1
  -9, -1, -7, 8[fluorescence artefact?], 3, 0.75, 6, -7, -5
> CCC(C)NC(=O)N[C@@H](CCSC)C(=O)O (some centres not stated)
  0, -2, -38, -8, 7, 0.49, -2, -11, 4
> CCOc1ccccc1N1CCN(C(=O)c2ccncc2)CC1
  0, -6, -7, ·, -10, -0.73, 4, -15, 0
> Cc1cc(C(F)(F)F)n(-c2nc(C(=O)NNS(=O)(=O)c3ccccc3)cs2)n1
  -10, 4, -2, 0, 4, 0.48, 8, -41, 3
> CCOC(=O)C1CCN(C(=O)CCn2c(=O)[nH]c3ccccc3c2=O)CC1
  -10, -3, 4, 20, 13, -0.01, 9, -15, 9
> CC(/C(O)=C(\C#N)c1nc2ccccc2n1C)N1C(=O)c2ccccc2C1=O (configuration not stated)
  8, -3, -62, 4, -31, ·, -10, -21, 15
> O=C(O)c1ccc2oc(SCC(=O)N3CCCCC3)nc2c1
  1, 3, 0, 7[fluorescence artefact?], 30, 0.28, -6, -6, 3
> O=S(=O)(c1ccc(N2CCN(S(=O)(=O)c3ccc4c(c3)OCCO4)CC2)nc1)N1CCCC1
  -4, 2, ·, 35, ·, -1.3, 5, 4, ·
> COc1ccc(CNC(=O)Cn2nc(Cc3cccnc3)c3ccccc3c2=O)cc1
  2, 1, -10, 2, -4, ·, -3, -4, -7
> COc1ccc(C2CC(c3ccc(OC)cc3)n3nc(NC(=O)c4ccco4)nc3N2)cc1 (configuration not stated)
  -4, -1, -26, 2, -10, -3.8*, 2, 0, 7
> COc1ccc(NC(=O)CN2CCC(C(N)=O)CC2)cc1
  8, -4, -21, 0, 13, 2.1, -9, -18, -7
> CCCN(CCC)Cc1cc2ccccc2c2c1COC2
  -4, 1, -7, -3, 8, 0.45, 8, -3, -2
> Cc1cccc(CCNS(=O)(=O)c2ccc(S(=O)(=O)N3CCCCC3)cc2)c1
  4, -3, -10, -1[fluorescence artefact?], -7, 0.98, -3, -5, -5
> Oc1ccc(Cl)cc1-c1cc(C(F)(F)C(F)F)nc(-c2ccccc2)n1
  7, -3, 2, 4, 11, -0.96, -8, 17, 11
> Cc1ccc(NC(=O)c2ccc(CSc3ccccn3)cc2)cc1
  1, -9, -14, ·, 5, -0.87, 2, -4, 15
> CCc1nc(Nc2ccccc2)c2oc3ccccc3c2n1
  5, 3, -30, ·, -29, -1.4, 0, -12, 17

As a short view, two of the compounds above.
Values run as follows: LYP inh 2, FAK inh, TNFa cytotox, ERa SRC1 inh, VCAM1 TNFa inh, Pyk2 oligo antag, LYP act, IL1B cytotox, cytoskel mod
> CCC(c1nnnn1CCc1ccccc1)N1CCN(C(=O)c2ccco2)CC1 (configuration not stated)
  -9, -1, -5, 7[fluorescence artefact?], -4, 0.3, 7, -2, -2
> Cc1cc(C)c(C)c(S(=O)(=O)NCc2cccnc2)c1C
  -9, -1, ·, 1, ·, 0.79, 8, -33, ·

Single values from the entries so far:
Result for `CCCN(CCC)Cc1cc2ccccc2c2c1COC2` in FAK inh: 1
Result for `CCC(c1nnnn1CCc1ccccc1)N1CCN(C(=O)c2ccco2)CC1` (configuration not stated) in LYP act: 7

An excerpt from above in order of the ERa SRC1 inh value, largest number first.
SMILES	ERa SRC1 inh
O=S(=O)(c1ccc(N2CCN(S(=O)(=O)c3ccc4c(c3)OCCO4)CC2)nc1)N1CCCC1	35
CCOC(=O)C1CCN(C(=O)CCn2c(=O)[nH]c3ccccc3c2=O)CC1	20
Oc1ccc(Cl)cc1-c1cc(C(F)(F)C(F)F)nc(-c2ccccc2)n1	4
Cc1cc(C(F)(F)F)n(-c2nc(C(=O)NNS(=O)(=O)c3ccccc3)cs2)n1	0
CCCN(CCC)Cc1cc2ccccc2c2c1COC2	-3

(cont.)
Values run as follows: LYP inh 2, FAK inh, TNFa cytotox, ERa SRC1 inh, VCAM1 TNFa inh, Pyk2 oligo antag, LYP act, IL1B cytotox, cytoskel mod
> COc1ccc(C(=O)N2CCN(S(=O)(=O)c3ccc(Cl)cc3)CC2)cc1OC
  -1, -2, -6, -5, -4, 0.73, -3, -13, ·
> O=C(O)C1C2C=CC(C2)C1C(=O)NCc1ccccn1 (configuration not stated)
  0, -4, -20, -5[fluorescence artefact?], -15, ·, 0, -16, -3
> O=C1COc2ccccc2CN1
  -21, 1, -2, -4, 9, -0.36, 17, 4, 4
> Cc1ccc2nc(/C(C#N)=N/O)[nH]c2c1
  -10, 3, -10, 2, 12, 0.5, 6, -11, 8
> CCOC(=O)C1=C(C)NC2=C(C(=O)CC(c3ccc(OC)c(OC)c3)C2)C1c1ccc(C)o1 (configuration not stated)
  -4, -4, -38, -9, -27, -0.28, 4, -2, 13
> O=C(c1coc(=O)c(Br)c1)N1CCCc2ccccc21
  1, -3, -19, 10[fluorescence artefact?], 31, 0.1, -4, ·, -8
> COc1cc(-c2nnc(SCc3ccccc3Cl)o2)cc(OC)c1OC
  5, 0, -19, -9, -2, -0.87, -5, 6, 18
> CCn1c(SCc2ccc(F)cc2)nnc1-c1nn(-c2ccccc2)ccc1=O
  3, 1, 24, ·, -10, -0.35, 0, 24, -17
> CCCNC(=S)Nc1ccc(Nc2ccccc2)cc1
  -7, 0, -16, -12, 8, 1.5, 12, -19, -2
> c1coc(CNc2c3c(nc4ccccc24)CCC3)c1
  10, -1, -16, 32, 22, 0.8, -11, -23, 18
> C/C=C/Cn1c(SCc2ccccc2)nc2c1c(=O)[nH]c(=O)n2C
  -6, 6, -25, -2, -19, -1.2, 3, -30, 5
> CS(=O)(=O)Nc1ccccc1C(=O)Nc1ccc2c(c1)OCCO2
  -1, -1, -1, 1, 11, -0.13, 1, 2, -4
> COc1ccc(-c2csc(Nc3ncccc3C)n2)cc1OC
  12, 6, -2, -5, 15, 0.12, -10, -35, -22
> O=C1CC(c2ccccc2)CC(O)=C1C=NCc1ccccc1Cl (configuration not stated)
  8, 0, -1, ·, 14, -1.3, -5, -15, 2
> CCCc1nc(SCC(=O)Nc2nnc(CC)s2)c2c(C)c(C)sc2n1
  13, -5, -2, ·, 4, -3.7*, -11, -33, ?
> Cc1ccnc(SCC(=O)O)n1
  6, -2, -16, -16, 5, 0.89, -8, 8, ·
> O=C(O)c1ccc(NS(=O)(=O)c2cccc3nsnc23)cc1
  -4, -5, -16, 4[fluorescence artefact?], 14, 0.85, 2, -30, 18
> O=S(=O)(N1CCOCC1)N1CCCN(S(=O)(=O)N2CCOCC2)CC1
  -4, -2, 11, -7, -1, 0.7, 1, -6, -3

Part of the list above in order of length of the SMILES, lowest first.
Values run as follows: LYP inh 2, FAK inh, TNFa cytotox, ERa SRC1 inh, VCAM1 TNFa inh, Pyk2 oligo antag, LYP act, IL1B cytotox, cytoskel mod
> O=C(O)C1C2C=CC(C2)C1C(=O)NCc1ccccn1 (configuration not stated)
  0, -4, -20, -5[fluorescence artefact?], -15, ·, 0, -16, -3
> CS(=O)(=O)Nc1ccccc1C(=O)Nc1ccc2c(c1)OCCO2
  -1, -1, -1, 1, 11, -0.13, 1, 2, -4
> CCOC(=O)C1=C(C)NC2=C(C(=O)CC(c3ccc(OC)c(OC)c3)C2)C1c1ccc(C)o1 (configuration not stated)
  -4, -4, -38, -9, -27, -0.28, 4, -2, 13
